ER stress rescue: rescue of cells from ER stress-induced death, primary screen, 384-well, CSM14.1, thapsigargin, ATP luminescence (AID 1222). CSM14.1 thapsigargin-induced death rescue, ATP luminescence; higher % means a stronger effect. one-dose cellular ATP content (survival), % at 20 µM; EC50 in µM for titrated hits. 190,000 tested, under 10 active;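 active = EC50 below 50 µM in the dose-response confirmation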;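 note: death triggered by thapsigargin at about 15 µM added after 2 h compound pretreatment; cell ATP read after overnight thapsigargin exposure of roughly 18 to 22 hours; normalized against plate controls of thapsigargin alone and 5% DMSO vehicle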
Insulin prom up: insulin promoter activators in MIN6 cells, imaging, high-content screening, mouse beta cells; MIN6 insulin promoter-GFP reporter; stronger effect = higher value; AID 1625, 2009; z-score at 5 µM; 0.3% of 190,000 active;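 active = z-score above 3 at 5 µM with at least 500 cells counted in the well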
Autophagy HCS: autophagy modulators in MEF cells, primary screen, imaging, high-content, MEF GFP-LC3. MEF GFP-LC3 puncta imaging; test concentration mostly 10 µM. calls only at 10 µM (by protocol). 0.98% of 190,000 active;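 active = percentage of spot-positive cells more than 3 SD above its plate mean, without a fluorescence outlier flag or 80% toxicity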;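 note: spot-positive cell cutoff set from DMSO-treated cells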
M17LAP inhibition: P. falciparum M17LAP inhibitors, primary screen, biochemical, fluorogenic H-Leu-NHMec substrate, 1536-well (AID 1619); Leucine aminopeptidase (Plasmodium falciparum (isolate 3D7)); recombinant M17LAP, H-Leu-NHMec fluorogenic kinetic assay; higher % means a stronger effect; inhibition, % at 30 µM, or IC50 in µM where a hit was titrated; 0.38% of 220,000 active;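 active = compound inhibiting the enzyme by more than half at any dose during confirmatory dose-response retesting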;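 note: plate controls were full reaction with DMSO carrier for no effect and no enzyme background for full effect; strong numbers were not always called active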
Hep lipid drop: inhibitors of hepatocyte lipid droplet formation, primary screen, imaging, high-throughput imaging, BODIPY stain; AML12 mouse hepatocytes, oleate lipid droplets; inhibition, % at 6.5 µM; 0.4% of 240,000 active;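 active = lipid droplet intensity inhibited by at least 50%, with more than 500 cells counted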
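Material: mouse AML12 hepatocyte cell line, fixed after treatment; Timing: compound with oleate, overnight; Technique: high-content imaging of BODIPY-stained droplets and DAPI nuclei; Probe or stimulus: oleate, 100 µM final; Dosing: compound at 6.5 µM only.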
MT stabilizer: microtubule stabilizers in HeLa cells, primary screen, imaging, high-content imaging. % tubulin-high responders, % at 10 µM. 0.83% of 200,000 active. HeLa tubulin immunostaining HCS, 24 h; share of cells brighter than vehicle mean+2SD. AID 2205, 2009;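 active = plate Z-score above 3 for both tubulin-high and condensed-nucleus cell shares, with cell loss under 80%, at 10 µM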;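 note: anti alpha tubulin signal scored within the nucleus-defined area of each cell; some results filed as inactive read as strong as hits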
Yfh1-depleted yeast: enhancers of respiration in Yfh1-depleted yeast, dose response, Friedreich's ataxia, plus single-dose screen (AID 1465); 0.074% of 220,000 active; fold induction at 50 µM; hits with a dose series show EC50 in µM; S. cerevisiae Yfh1-off respiration, WST-1 reduction, 72 h; higher fold induction means a stronger effect;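 active = fold induction of absorbance versus untreated yeast above a set limit, then at least 30% activation at any dose in follow-up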;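 note: activators that raise dye reduction in frataxin-depleted yeast; strong numbers were not always called active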
Dynein transport: inhibitors of GR-EGFP nuclear translocation, primary screen, dynein cargo transport inhibitor project, imaging, high-content, 3617.4 mouse cells. test concentration mostly 20 µM; stimulated with dexamethasone, 1 µM; stronger effect = lower value. z-score, hits read low. 0.47% of 220,000 active. AID 1381, 2008;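 active = plate z-score of nuclear minus cytoplasmic receptor signal below a set negative limit, without overly bright fluorescence or cell loss, cut at about -3.5 in these data, passing the limit was not always enough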;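 note: z-score of nuclear minus cytoplasmic ring GR-EGFP intensity difference per well; some compounds called inactive have numbers as strong as hits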
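Medium: Induction medium lacking tetracycline, stripped serum | Probe or stimulus: 1.0 µM final dexamethasone stimulus | Schedule: 48 h induction, then 1 h compound, then 30 min agonist, 37 °C | Signal: Automated 10x imaging of fixed Hoechst-stained cells | Evaluation: Per-cell GR-EGFP intensity, nucleus versus surrounding cytoplasmic ring, well-averaged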
M1AAP inhibition: P. falciparum M1AAP inhibitors, biochemical, fluorogenic H-Leu-NHMec substrate, 1536-well (AID 1445); recombinant M1AAP, H-Leu-NHMec fluorogenic kinetic assay; higher % means a stronger effect; one-dose inhibition, % at 30 µM; IC50 in µM for titrated hits; Aminopeptidase N (Plasmodium falciparum (isolate 3D7)); 0.42% of 220,000 active;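 active = primary inhibition above the hit cutoff, then over 50% inhibition at one or more dose response concentrations, cut at about 23% in these data, passing the limit was not always enough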;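 note: plate controls were DMSO full reaction for no effect and no enzyme background for full effect; strong numbers were not always called active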
Dynein transport cytoplasmic EGFP: recorded beside Dynein transport, whose call it bears; z-score; measured here: cytoplasmic GR-EGFP intensity; stronger effect = higher value
Dynein transport nuclear GR-EGFP: second read-out of Dynein transport, no call of its own (marks repeat the call); z-score; measured here: nuclear GR-EGFP intensity;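 lower value marks the stronger effect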
Dynein transport cell count: further read-out of Dynein transport, marked with its call; z-score; measured here: cell count per field
Insulin prom up cell count: further read-out of Insulin prom up, marked with its call; cell count; measured here: cytotoxicity, nuclei count;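 total cells summed across four imaged fields per well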
Hep lipid drop cells 6.5 µM: second read-out of Hep lipid drop, no call of its own (marks repeat the call); cell count; measured here: cell count, cytotoxicity flag;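 cells counted across two imaged fields per well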
MT stabilizer Hoechst-high %: recorded beside MT stabilizer, whose call it bears; % Hoechst-high responders; measured here: nuclear condensation Hoechst responders;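 share of cells brighter than vehicle mean plus two SD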
MT stabilizer cytotoxicity %: second read-out of MT stabilizer, no call of its own (marks repeat the call); toxicity, %; measured here: cytotoxicity by cell density;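 0% = mean cell density of plate MIN control wells and 100% = no cells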
Autophagy HCS cell loss 18 h: recorded beside Autophagy HCS, whose call it bears; toxicity, %; measured here: cell loss, nuclei count;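 cell loss after 18 h compound exposure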
Active calls of the source: *; i = inactive; x = no result given. Random draw from the library (roughly 3.5% active in at least one column).

SMILES | ER stress rescue | Insulin prom up | Insulin prom up cell count | Autophagy HCS | Autophagy HCS cell loss 18 h | M17LAP inhibition | Hep lipid drop | Hep lipid drop cells 6.5 µM | MT stabilizer | MT stabilizer Hoechst-high % | MT stabilizer cytotoxicity % | Yfh1-depleted yeast | Dynein transport | Dynein transport cytoplasmic EGFP | Dynein transport nuclear GR-EGFP | Dynein transport cell count | M1AAP inhibition
Cn1c(N2CCCC2)nc2c1c(=O)n(Cc1cccc(F)c1)c(=O)n2C | -2.1% | 0.2 | 1150 | i | 2.3 | 4.7% | x | x | 1.7 | 1.8 | 17.7 | i | -0.126 | -0.2 | 0.297 | 0.423 | 1.7%
CCOC(=O)C(C)Sc1nnc(Cc2cc(=O)[nH]c(=O)[nH]2)n1-c1ccc(Cl)cc1 (centres undefined) | 0.5% | 2.09 | 1129 | x | x | 3.2% | -0.2 | 732 | 2.3 | 2.8 | 10.4 | i | 0.177 | -0.024 | 0.275 | 0.105 | 2.6%
CCCCOC(=O)C(C#N)c1nc2ccccc2nc1N1CCOCC1 (centres undefined) | 1.8% | 0.41 | 1274 | x | x | -0.6% | 12.4 | 719 | 2.1 | 2.4 | 0.4 | i | -1.24 | 2.34 | 0.0854 | 0.417 | 3.6%
CCNC(=O)Oc1ccc(-c2csnn2)cc1 | -1.6% | -0.6 | 1330 | i | 12.0 | 7.2% | -11.9 | 711 | 1.8 | 2.3 | 3.3 | i | -0.985 | 0.0444 | -0.514 | 0.0456 | -2.8%
CC(C)NC(=O)c1cccc(C(F)(F)F)c1 | -0.6% | -0.56 | 1399 | i | -10.3 | 9.2% | x | x | 2.8 | 2.1 | 4.9 | i | -0.468 | -0.17 | -0.484 | 0.464 | 1.9%
C/C(=N\NC(=O)c1cnccn1)c1ccc([N+](=O)[O-])cc1 | x | 0.04 | 1422 | x | x | 6.8% | 3.9 | 653 | x | x | x | i | -0.955 | -0.263 | -0.719 | 1.16 | 14.3%
COc1ccc(NC(=O)COC(=O)c2ncc(Cl)c(Cl)c2Cl)c(OC)c1 | -6.3% | 0.58 | 1125 | i | -11.1 | 9.6% | -1.2 | 494 | 1.3 | 3.1 | 2.4 | i | -1.02 | -0.261 | -0.644 | 0.495 | -0.2%
COn1c(=O)c(-c2cccs2)[n+]([O-])c2ccccc21 | -1.2% | 0.72 | 1549 | i | 1.7 | -7.5% | x | x | 3.7 | 1.5 | 2.6 | i | -0.428 | -0.166 | 0.00241 | -0.329 | -2.0%
Brc1ccc(-c2nc(-c3ccccn3)no2)o1 | -3.3% | -0.12 | 1304 | i | 1.1 | 5.6% | 9.4 | 796 | 1.9 | 1.5 | 0.9 | i | -0.47 | -0.205 | -0.238 | 0.465 | 9.3%
Cc1ccc(-n2nc(C(=O)O)c(O)cc2=O)cc1 | -0.3% | -0.25 | 1445 | i | -7.7 | -1.9% | -15.2 | 618 | 3.7 | 1.6 | 6.1 | i | -1.05 | -0.316 | -0.484 | 1.09 | 1.1%
O=C(Oc1ccc2ccccc2c1)c1cncc(Br)c1 | -1.3% | 1.22 | 818 | i | -5.9 | 4.7% | 2.7 | 759 | 2.3 | 1.6 | 11.7 | i | 1.67 | -0.265 | 0.71 | -0.814 | -1.8%
CCN(c1ccccc1)c1ncnc2c1cnn2-c1ccccc1 | 0.2% | -0.07 | 881 | i | -2.8 | -9.7% | x | x | 3.1 | 3.8 | 4.3 | i | -0.233 | -0.216 | -0.125 | -0.167 | -5.6%
O=S(=O)(/N=C(/NS(=O)(=O)c1ccccc1)c1ccccc1)c1ccccc1 | -0.7% | x | x | i | -6.6 | 3.2% | -9.3 | 701 | 2.9 | 1.9 | 5.8 | i | 0.0657 | -0.221 | 0.142 | 0.374 | 2.6%
COc1cccc(C(c2sc3nc(C)nn3c2O)N2CCN(C(=O)c3ccco3)CC2)c1 (centres undefined) | -3.1% | -0.37 | 1771 | i | 9.0 | 11.8% | 23.9 | 663 | 2.7 | 2.4 | 6.9 | i | 0.754 | -0.166 | 0.52 | -0.257 | 3.6%
CCOC(=O)C(C)Sc1ncc(OC)c(Sc2ccc(Cl)cc2)n1 (centres undefined) | 4.6% | x | x | i | 0.7 | 2.3% | x | x | 0.9 | 1.4 | 14.4 | i | x | x | x | x | 7.2%
CCOc1ccc(NC(=S)N2CCCN(Cc3cc(C)ccc3C)C2)cc1 | 1.1% | -2.26 | 1150 | i | 4.0 | 15.8% | 10.3 | 738 | 3.7 | 3.2 | 9.9 | i | -0.433 | -0.272 | -0.0939 | -0.359 | 5.4%
O=C(CC1(O)C(=O)Nc2cc(Cl)cc(Cl)c21)c1ccccc1O (centres undefined) | -3.6% | x | x | i | -1.0 | 12.4% | -4.4 | 749 | 6.2 | 1.5 | 12.7 | i | -0.706 | -0.193 | -0.00109 | 0.686 | 10.0%
Cc1occc1-c1nnc(SCC(N)=O)n1Cc1ccccc1 | 0.3% | x | x | i | -13.9 | -10.1% | 1.0 | 769 | 3.1 | 1.8 | 5.4 | i | 0.183 | -0.27 | 0.55 | 0.312 | 11.4%
Cn1c(CCNC(=O)c2ccccc2)nc2cc(NC(=O)C3CCCCC3)ccc21 | -0.7% | 0.2 | 791 | i | 11.6 | -10.2% | 24.3 | 831 | 0.8 | 1.0 | 10.0 | i | -0.109 | 0.00588 | 0.163 | -0.0326 | 2.5%
CCCc1nc(SCC(=O)N2CCc3ccccc32)c2c(C)c(C)sc2n1 | 2.6% | x | x | i | 5.1 | -2.1% | x | x | 1.8 | 2.4 | 8.4 | x | 0.234 | -0.205 | -0.183 | 0.0796 | 7.8%
COc1ccc(-c2noc(-c3ccc(C)cc3)n2)cc1 | -4.9% | -0.21 | 879 | i | -15.5 | -1.2% | 0.8 | 739 | 2.0 | 1.5 | 9.1 | i | -0.085 | -0.0176 | 0.158 | 0.0921 | -4.7%
Cc1c(C(=O)Nc2cccc(Cl)c2)cn2c(nc3ccccc32)c1C#N | 0.0% | -0.3 | 1488 | i | -16.1 | 2.1% | -4.5 | 643 | 3.9 | 4.5 | 5.6 | i | 0.736 | -0.215 | 0.492 | -0.64 | 3.0%
O=C(Nc1nccs1)c1csc2c1CCCC2 | -2.8% | -0.32 | 1119 | i | -0.9 | -0.8% | 1.6 | 708 | 3.7 | 2.5 | 2.2 | i | 0.502 | -0.198 | 0.264 | -0.175 | 8.6%
O=C(CCN1C(=O)C2CC=C(Cl)CC2C1=O)N1CCCCC1 (centres undefined) | x | 1.29 | 1212 | i | -2.2 | 23.4% | -0.5 | 621 | 2.5 | 1.6 | 3.0 | i | -0.585 | 0.165 | 0.0251 | 0.17 | 2.2%
O=C(CNc1cccc(Cl)c1)NNC(=S)NCc1ccccc1 | -0.6% | -0.14 | 1386 | i | 23.4 | 22.0% | 0.9 | 737 | 2.4 | 1.1 | 1.8 | i | 1.35 | -0.222 | 0.244 | -0.695 | 2.7%

Sorted by value in Dynein transport nuclear GR-EGFP (high to low): some entries from above
compound | Dynein transport nuclear GR-EGFP
Cc1c(C(=O)Nc2cccc(Cl)c2)cn2c(nc3ccccc32)c1C#N | 0.492
O=C(CNc1cccc(Cl)c1)NNC(=S)NCc1ccccc1 | 0.244
COc1ccc(NC(=O)COC(=O)c2ncc(Cl)c(Cl)c2Cl)c(OC)c1 | -0.644

(next part)
SMILES | ER stress rescue | Insulin prom up | Insulin prom up cell count | Autophagy HCS | Autophagy HCS cell loss 18 h | M17LAP inhibition | Hep lipid drop | Hep lipid drop cells 6.5 µM | MT stabilizer | MT stabilizer Hoechst-high % | MT stabilizer cytotoxicity % | Yfh1-depleted yeast | Dynein transport | Dynein transport cytoplasmic EGFP | Dynein transport nuclear GR-EGFP | Dynein transport cell count | M1AAP inhibition
Cn1cccc1/C=N/NC(N)=S | -0.1% | -0.08 | 1659 | i | 17.5 | 13.5% | 20.2 | 669 | 3.7 | 2.9 | 7.4 | i | 0.153 | -0.337 | 0.52 | -0.187 | 4.0%
CCNC(=O)COC(=O)c1cc(-c2ccco2)nc2ccccc12 | x | -0.22 | 1543 | x | x | -11.7% | -2.9 | 718 | x | x | x | i | -0.469 | -0.186 | -0.302 | 0.569 | 9.7%
CC(=O)Nc1cccc(NC(=O)C(F)(F)F)c1 | -2.0% | -0.15 | 1406 | i | 26.3 | -0.5% | -14.4 | 576 | 5.4 | 1.5 | 17.9 | i | -0.262 | -0.325 | 0.178 | 0.258 | 3.4%
Cc1ccccc1Oc1ncccc1C(=O)/C(C#N)=C/N(C)C | -2.7% | 0.04 | 1665 | i | 7.4 | 5.4% | -8.2 | 747 | 2.5 | 1.8 | 12.6 | i | 2.8 | -0.0141 | 1.47 | -3.99 | 7.3%
COC(=O)[C@@H](NC(=O)/C=C/c1ccc(OC)cc1)C(C)C | -5.7% | 0.91 | 1363 | i | -26.3 | -0.1% | 6.2 | 709 | 2.1 | 0.6 | 6.4 | i | 0.535 | -0.147 | 0.576 | -1.41 | 1.3%
COc1ccc(CCNS(=O)(=O)c2cccc(F)c2)cc1OC | 1.3% | -0.1 | 1296 | i | 4.5 | -4.0% | 5.9 | 775 | 1.2 | 0.5 | 25.6 | i | 0.59 | -0.3 | 0.621 | -0.0369 | 6.8%

Compound activity as filed in PubChem BioAssay.
